Screening data from PubChem.
Myeloid diff MLP: compounds promoting myeloid differentiation | ER-HoxA9 myeloid progenitors, lysozyme-GFP differentiation, flow cytometry | calls only at 10 µM | hit rate 1% among 360,000 | AID 624256;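 active = normalized GFP-positive differentiation at or above the plate's own cutoff, the solvent-only control mean plus 3 SD; inconclusive = no clear call, values can overlap the other calls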;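 note: cells exposed to compound for four days before flow analysis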
TNAP activation fold: human TNAP enzyme activators, primary screen, biochemical, luminescent, no phosphate acceptor, uHTS (AID 1001); hit rate 0.03% among 200,000; one-dose activation fold at 20 µM; EC50 in µM for titrated hits; purified TNAP, luminescent activation assay, no phosphate acceptor; higher activation fold means a stronger effect; in the data active = activation fold from about 3, or a potency from the dose series; inactive = the rest, 99 in 100 with activation fold below about 1.6; note: many of its hits are not listed in these tables
NTR1 ag: agonists of NTR1, primary screen, imaging, U2OS cells, beta-arrestin-GFP, high content (AID 493036); NTR1-U2OS beta-arrestin-GFP spot imaging, agonist mode; activation, % at 20 µM; hit rate 0.17% among 330,000;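 active = activation at or above 40% of the spot to cytoplasm intensity ratio, with at least 20 cells analyzed; inconclusive = wells under 20 cells, flagged as cytotoxic or low count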;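 note: 0% = DMSO without peptide and 100% = 100 nM NTR1 peptide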
Target sequence (P30989 whole entry, looked up): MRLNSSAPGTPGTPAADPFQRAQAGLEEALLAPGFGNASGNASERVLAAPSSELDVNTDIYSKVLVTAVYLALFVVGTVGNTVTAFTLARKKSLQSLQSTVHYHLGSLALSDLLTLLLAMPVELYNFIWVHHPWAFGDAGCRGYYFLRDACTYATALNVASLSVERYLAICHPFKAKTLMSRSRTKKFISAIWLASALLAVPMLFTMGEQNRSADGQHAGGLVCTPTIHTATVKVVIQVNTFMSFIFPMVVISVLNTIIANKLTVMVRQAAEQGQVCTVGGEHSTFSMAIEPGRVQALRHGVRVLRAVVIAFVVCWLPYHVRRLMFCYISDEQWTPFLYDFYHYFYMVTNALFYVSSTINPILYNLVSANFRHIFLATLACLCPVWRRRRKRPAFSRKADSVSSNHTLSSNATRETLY
MgcRacGAP inhibition: MgcRacGAP GTPase-activating activity inhibitors, confirmation, biochemical, ADP Hunter fluorescence; AID 624330; hit rate 0.6% among 340,000; MgcRacGAP-stimulated Rac1 GTP hydrolysis, ADP Hunter fluorescence; higher % means a stronger effect; GST-tagged Rac1 F28L mutant substrate; one-dose inhibition, % at 30 µM; IC50 in µM for titrated hits;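 active = first-screen hits whose inhibition reached a set limit at any dose in the follow-up dose series; inconclusive = inhibition above the set first-screen limit but never retested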;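 note: fluorescence reports GDP produced by GAP-driven GTP hydrolysis; strong numbers were not always called active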
T cell modulator: T cell immune modulation candidate; 2C CD8+ T cell-vesicle binding, flow cytometry; hits give low values; calls only at 7 µM; hit rate 0.068% among 330,000; AID 2052;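 active = response, share of CD8 T cells binding vesicles, and their 90th percentile fluorescence all below set limits, cut at about 80% in these data, passing the limit was not always enough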
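System: murine 2C transgenic CD8+ T lymphocytes; also added: QL9-loaded Drosophila micro-vesicles; times: binding 1.5 h at 37 °C; measured by: flow cytometry, PE anti-B7-1 (FL2) versus Alexa647 anti-CD8 (FL8), PFA-fixed; control set: Peptide-free naked vesicles (low) and QL9 vesicles with 0.7% DMSO vehicle (high)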
UTI89 phage lysis: protection from phage-mediated lysis, alamar blue read-out – E. coli UTI89, K1F phage, bacterial capsule biogenesis inhibitors (AID 488966); hit rate 0.02% among 340,000; E. coli UTI89 K1F phage lysis, alamar blue, 2 h; higher % means a stronger effect; inhibition, % at 100 µM; hits with a dose series show IC50 in µM;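 active = phage lysis inhibition, versus mean bacterial control, above a set limit; inconclusive = no clear call, values can overlap the other calls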;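 note: capsule biogenesis inhibitors block K1F phage lysis so surviving cells raise fluorescence; higher fluorescence means more inhibition of phage lysis; actives were called in the ten point dose series up to 300 µM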
PhoP inhibition: inhibitors of PhoP regulon expression, primary screen, Salmonella Typhimurium, GFP reporter (AID 1863); S. Typhimurium PhoP-regulated promoter GFP reporter, 4 h; higher % means a stronger effect; inhibition, % at 50 µM; hits with a dose series show IC50 in µM; hit rate 0.16% among 300,000;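 active = inhibition over 29.93%, a cutoff 3 SD above the screen mean, later confirmed by dose response; inconclusive = inhibition over 29.93% but no dose response follow-up; inactive = inhibition at most 29.93% or unconfirmed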;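 note: 0% = low Mg2+ inducing control and 100% = high Mg2+ repressing control; strong numbers were not always called active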
Large T inhibition: TAg ATPase/helicase activity blockers – biochemical (AID 1903) | SV40 large T antigen ATPase/helicase inhibition assay; higher % means a stronger effect | one-dose inhibition, % at 20 µM; IC50 in µM for titrated hits | hit rate 0.39% among 310,000; in the data active = a potency from the dose series; inconclusive = inhibition mostly from about 32% at the one dose, without a potency; inactive = the rest, 99 in 100 with inhibition below about 32%; note: strong numbers were not always called active
RSV CPE inhibition: RSV antiviral activity via CPE protection, HEp-2 cells, primary 10 µM value included (AID 2391). one-dose CPE inhibition, % at 10 µM; IC50 in µM for titrated hits. hit rate 0.13% among 310,000. HEp-2 cells, RSV-induced CPE inhibition; higher % means a stronger effect; in the data active = a potency from the dose series; inconclusive = CPE inhibition mostly from about 23% at the one dose, without a potency; inactive = the rest, 99 in 100 with CPE inhibition below about 21%; note: strong numbers were not always called active
T cell modulator vesicle-bound %: recorded beside T cell modulator, whose call it bears; double positive events, %; measured here: CD8+ vesicle-bound cell fraction;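 binding gate set so that unloaded-vesicle control wells show 10% double positive cells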
NTR1 ag cell count 20 µM: further read-out of NTR1 ag, marked with its call; cell count; measured here: cell count, cytotoxicity flag
Myeloid diff MLP GFP+ MAC1+ %: second read-out of Myeloid diff MLP, no call of its own (marks repeat the call); GFP+ MAC1+ double positive, %; measured here: differentiation confirmed by MAC1 staining
* = called active by the depositor; i = inactive; ? = inconclusive; · = no result given; [ ] = remark or other dose. Outcome played no part in choosing rows. Share with any hit: about 2.3%.

SMILES	Myeloid diff MLP	Myeloid diff MLP GFP+ MAC1+ %	TNAP activation fold	NTR1 ag	NTR1 ag cell count 20 µM	MgcRacGAP inhibition	T cell modulator	T cell modulator vesicle-bound %	UTI89 phage lysis	PhoP inhibition	Large T inhibition	RSV CPE inhibition
O=S(=O)(N1CCCCC1)N1CCN(CC(O)COc2ccc3cc(Br)ccc3c2)CC1 (centres undefined)	i	6.9	1.1	13	85	9%	i	63	5.2%	-2%	9%	1.0%
CCn1c(CCCNC(=O)c2ccc(F)cc2)nc2ccccc21	i	0.9	1.1	2.0	46	5%	i	24	-1.4%	6%	10%	1.1%
CN(C)S(=O)(=O)N1CCN(c2ccc([N+](=O)[O-])c(N3CCOCC3)c2)CC1	i	0.2	0.9	2.5	51	6%	i	54	-0.4%	-1%	5%	1.7%
CC(C)(C)NC(=O)C(c1cccs1)N(Cc1cccs1)C(=O)c1ccc(CN2CCOCC2)o1 (centres undefined)	i	0.7	1.1	-1.0	56	·	i	47	·	-5%	6%	-1.8%
CCOC(=O)c1cc2c(=O)n3cccc(C)c3nc2n(Cc2ccco2)c1=NC(=O)c1cccnc1	i	0.5	1	·	·	17%	·	·	-0.3%	10%	22%	·
Cc1ccc(NS(=O)(=O)c2cccc(C(=O)N3CCCCC3)c2)cc1	i	0.5	·	2.0	55	7%	i	47	-3.5%	·	·	·
COc1ccnc(Oc2ccc(F)cc2)c1C#N	i	0.4	1.1	2.0	67	·	i	42	·	17%	-11%	-1.1%
O=C(c1cccc(F)c1)N1CCC(O)(c2cccnc2)CC1	i	0.8	1	-0.4	74	0%	i	42	-0.2%	-2%	8%	1.8%
CCn1c(SCc2ccc(F)cc2)nc2ccccc2c1=O	i	0.8	·	4.8	45	5%	i	38	0.1%	30%	-8%	16%
NC(=O)NCc1cccs1	i	0.6	1.1	-0.2	82	8%	i	58	-0.6%	-6%	0%	2.9%
CCOc1ccc(C(=O)CN2CCN(S(=O)(=O)c3ccc(OC)cc3)CC2)cc1	i	0.2	1.1	0.6	49	6%	i	55	-1.3%[50 µM]	9%	7%	0.8%
Cc1ccc(-n2cc[nH]c2=S)c(C)c1	i	0.6	1.6	2.6	34	·	i	46	·	-1%	6%	0.5%
CCOCCc1nnc(NC(=O)CN2C(=O)c3ccccc3C2=O)s1	i	8.2	1.1	-1.1	47	1%	i	8	-1.0%	11%	-3%	-0.8%
CCc1cccc(NS(=O)(=O)c2ccc3c(c2)oc(=O)n3C)c1	i	0.0	1	-0.1	94	6%	i	17	0.2%	-1%	9%	8.4%
O=C(O)COc1ccccc1/C=C1\SC(=S)N(NC(=O)c2ccccc2O)C1=O	i	0.7	·	-0.2	55	14%	i	35	0.7%	-9%	47%	1.3%
O=C(CSc1nnc(-c2ccccc2)c2ccccc12)NCC1CCCO1 (centres undefined)	i	0.5	1.1	3.0	55	5%	i	15	0.2%	-3%	12%	-0.7%
CNc1nc(NCc2ccccc2)nc(N)c1[N+](=O)[O-]	i	0.4	·	0.0	71	10%	i	28	0.3%	-11%	5%	5.2%
CC1CCN(C(=O)c2[nH]cnc2C(=O)NCC(=O)OCc2ccccc2)CC1	i	1.0	·	-4.2	79	8%	i	19	-0.1%	0%	22%	-0.4%
CC(C)(C)C1CCC2(CC1)C(C#N)=C(SCC(=O)NC1CCCCC1)NC(=O)C2C#N (centres undefined)	·	·	1	3.5	53	-2%	i	33	0.5%	-5%	8%	11%
Cc1occc1-c1nnc(SCC(=O)NC2CCCC2)n1-c1ccccc1	i	2.4	1	0.7	69	7%	i	34	0.1%	12%	7%	-0.6%
CCCCNC(=O)c1ccccc1SCC(=O)NC1CCCCCCC1	i	0.5	·	-3.1	54	5%	i	25	0.6%[50 µM]	·	·	0.7%
Cc1ccc2c(CSc3nc4ccccc4c(=O)n3CCCO)cc(=O)oc2c1C	i	0.5	1.1	18	56	6%	i	34	-0.2%	-1%	13%	40%
Cc1ccc2c(c1)N(C(=O)CCC(=O)NCCCN1CC(C)CC(C)C1)CCO2 (centres undefined)	i	6.5	·	-2.2	80	-1%	i	18	8.8%	·	7%	-0.1%
CC(NC(=O)COC(=O)c1cc(=O)[nH]c2ccccc12)c1ccccc1 (centres undefined)	i	1.0	1	-0.1	24	5%	i	42	0.8%	13%	-6%	1.2%
O=C(OCc1ccc([N+](=O)[O-])cc1Cl)c1cnccn1	i	0.8	·	-1.1	60	12%	i	43	3.5%	17%	-1%	-0.2%
Cn1c(SCC(=O)Nc2ccc(F)cc2F)nnc1-c1cccnc1	i	3.4	1.2	-3.5	52	-3%	i	64	0.3%	5%	4%	0.0%
Cc1nc(NC(=O)C23CCC(C)(C(=O)O2)C3(C)C)sc1C (centres undefined)	i	0.7	1.1	0.3	63	8%	i	46	0.8%	9%	2%	1.4%
O=C(Nc1ccccc1)/C(=C\c1cccs1)NC(=O)c1ccccc1	i	0.9	1.1	1.6	47	5%	i	34	1.4%[50 µM]	1%	10%	1.3%
N#Cc1sc2nc(-c3ccccc3)cc(C(F)(F)F)c2c1N	i	0.9	1.1	·	·	5%	·	·	-0.3%	7%	-5%	·
Cn1c(=O)c(Cc2ccccc2)c(O)c2ccccc21	i	6.6	1	-0.8	68	5%	i	29	-0.7%	-12%	3%	2.5%

By substructure: the compounds so far containing a thiophene ring, fused or not
SMILES	Myeloid diff MLP	Myeloid diff MLP GFP+ MAC1+ %	TNAP activation fold	NTR1 ag	NTR1 ag cell count 20 µM	MgcRacGAP inhibition	T cell modulator	T cell modulator vesicle-bound %	UTI89 phage lysis	PhoP inhibition	Large T inhibition	RSV CPE inhibition
CC(C)(C)NC(=O)C(c1cccs1)N(Cc1cccs1)C(=O)c1ccc(CN2CCOCC2)o1 (centres undefined)	i	0.7	1.1	-1.0	56	·	i	47	·	-5%	6%	-1.8%
NC(=O)NCc1cccs1	i	0.6	1.1	-0.2	82	8%	i	58	-0.6%	-6%	0%	2.9%
O=C(Nc1ccccc1)/C(=C\c1cccs1)NC(=O)c1ccccc1	i	0.9	1.1	1.6	47	5%	i	34	1.4%[50 µM]	1%	10%	1.3%
N#Cc1sc2nc(-c3ccccc3)cc(C(F)(F)F)c2c1N	i	0.9	1.1	·	·	5%	·	·	-0.3%	7%	-5%	·

(next part)
SMILES	Myeloid diff MLP	Myeloid diff MLP GFP+ MAC1+ %	TNAP activation fold	NTR1 ag	NTR1 ag cell count 20 µM	MgcRacGAP inhibition	T cell modulator	T cell modulator vesicle-bound %	UTI89 phage lysis	PhoP inhibition	Large T inhibition	RSV CPE inhibition
COc1ccc(NC(=O)C2C3CCC(O3)C2C(=O)O)cc1OC (centres undefined)	i	0.3	·	0.8	70	27%	i	61	0.0%	-5%	7%	7.7%
O=C(O)CN1C(=O)/C(=C\c2cn(-c3ccccc3)nc2-c2ccccc2)SC1=S	·	·	·	2.7	48	21%	i	48	-1.9%	11%	2%	?
Nc1nonc1C(=O)NCCNCc1ccccc1OCc1ccc(F)cc1	i	1.3	1.1	0.7	89	7%	i	10	0.6%	15%	2%	-1.3%
COc1ccc(-n2c(SCC(=O)N3CCOCC3)nc(O)c(Cc3ccccc3)c2=O)cc1	i	0.5	1	-1.4	35	13%	i	41	1.6%	-4%	-2%	2.2%
CC(=O)c1c(COC(=O)c2ccccc2Cl)nc2ccccc2[n+]1[O-]	i	0.5	·	1.9	51	11%	i	10	-0.2%	-2%	3%	·
CCOC(=O)c1c(S(=O)(=O)NCc2ccc(C)o2)c(C)n(C)c1C	?	·	·	-0.5	44	-23%	i	50	12%	9%	2%	-0.8%
COc1cc(CNCc2ccccn2)ccc1OCc1ccccc1Cl	i	1.0	1.4	-2.5	52	-1%	i	42	7.9%	12%	7%	18%
O=C(COC(=O)/C=C/c1cccc(Br)c1)NCCC1=CCCCC1	i	0.6	1	0.1	43	-1%	i	42	0.3%	-5%	6%	-0.1%
CCOC(=O)N1CCN(/C=C(\C#N)c2nc3ccccc3s2)CC1	i	1.6	1	-4.8	77	10%	i	46	0.3%	-11%	3%	7.3%
CC1CC(C)CN(c2ccc(-n3cnnn3)cc2[N+](=O)[O-])C1 (centres undefined)	i	0.6	0.9	4.2	66	9%	i	26	-0.4%	4%	-4%	-3.4%
CCOc1cc(/C=C2\SC(=S)N(N3CCOCC3)C2=O)ccc1O	i	0.6	·	0.8	54	7%	i	35	1.6%[50 µM]	-2%	16%	-0.9%
CCc1ccc(CNC(=O)CCC(=O)N2Cc3cccc(OC)c3Oc3ncccc32)cc1	i	0.3	·	1.5	68	6%	i	60	-0.1%	8%	0%	-2.7%
CCN1CCOC(CC(=O)Nc2ccc([N+](=O)[O-])cc2)C1=O (centres undefined)	i	0.6	·	-0.6	55	4%	i	46	0.3%	-10%	7%	0.9%
CC(=O)c1cccc(NC(=O)CN2C(=O)COc3ccc(Cl)cc32)c1	i	1.0	1.1	1.6	60	4%	i	8	1.8%	8%	0%	0.7%
Cc1ccnc(NS(=O)(=O)c2ccc(NC(=O)c3ccc(Br)o3)cc2)n1	i	0.1	1	2.5	30	-22%	i	35	-0.8%	0%	5%	3.4%
Cc1ccc(-c2cn(-c3ccccc3)c(SCC(=O)NC3CCS(=O)(=O)C3)n2)cc1C (centres undefined)	i	0.9	1	0.7	50	11%	i	40	1.3%	3%	17%	4.7%
Fc1ccc(-n2c(Cc3cccs3)n[nH]c2=S)cc1Cl	i	0.3	1.1	-0.2	68	11%	i	24	0.0%	-1%	17%	-0.3%
Cc1ccc(S(=O)(=O)N2CCOCC2)cc1C(=O)NC1CCCCC1	i	8.8	1.1	-1.9	51	-9%	i	7	-0.4%	0%	15%	1.7%
COc1c(C=O)c(CCN(C)C(=O)c2ccc(F)cc2)cc2c1OCO2	i	0.5	·	0.0	54	9%	i	50	1.3%	-5%	13%	·
CCCn1c(SCC(=O)Nc2cc(S(=O)(=O)N3CCCCC3)ccc2C)n[nH]c1=O	i	0.8	·	0.4	68	6%	i	42	0.5%[50 µM]	·	·	2.0%
COc1ccc(-c2nc(SC(C)C(=O)c3c(N)n(C)c(=O)n(C)c3=O)n[nH]2)cc1 (centres undefined)	i	1.0	·	5.0	86	8%	i	16	0.7%[50 µM]	·	·	0.5%
